High-throughput results (PubChem BioAssay)
DAX1 inh-1 = DAX1 (NR0B1) inhibition, primary screen. actives 1.1% (n = 370,000). inhibition, % at 6.8 µM. HEK293T StAR-luciferase reporter, SF-1/DAX-1 repression relief. AID 652010;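 active means inhibition above the mean over all tested compounds plus 3 SD, cut at about 3.6% in these data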;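 further: 0% = DAX-1 cells with DMSO and 100% = cells lacking DAX-1 with DMSO; higher inhibition means more luminescence from relief of DAX-1 repression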
ADAM17 inh = inhibitors of human ADAM17 | recombinant ADAM17, EDANS/DABCYL FRET peptide cleavage | actives 0.83% (n = 370,000) | inhibition, % at 6.95 µM;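 active means inhibition above the mean of compounds lying between control limits plus 3 SD, set per campaign, cut at about 8.5% in these data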;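 further: 0% = DMSO-only wells as the low control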
ssDAF12 agonist = activates DAF-12 receptor from parasite S. stercoralis. HEK293 ssDAF-12/GRIP1 lit1-tk-luc reporter, luminescence; % of 3 µM dafachronic acid response. activation, % at 6.8 µM. actives 1% (n = 370,000). AID 652126;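 active means activation above the mean over all tested compounds plus 3 SD, cut at about 0.9% in these data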;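 further: 0% = DMSO-only wells and 100% = 3 µM delta7-dafachronic acid wells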
ADAM10 inh = inhibitors of human ADAM10; AID 720582; inhibition, % at 7 µM; actives 0.62% (n = 370,000); recombinant ADAM10, EDANS/DABCYL FRET peptide cleavage, 3 h; O14672;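 active means inhibition above a per-campaign cutoff equal to the mean of compounds falling between control-based bounds plus 3 SD, cut at about 20% in these data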;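 further: 0% = DMSO wells while the 100% control is not disclosed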
GC-A act = GC-A (human) enzyme activation; P16066; HEK293 GC-A cells, cGMP TR-FRET, EC30 ANP; 0% at EC30 ANP, 100% saturating ANP; activation, % at 10 µM; actives 0.14% (n = 370,000); AID 1671463; in the data active means activation above about 40%
Target sequence (P16066 whole entry, looked up): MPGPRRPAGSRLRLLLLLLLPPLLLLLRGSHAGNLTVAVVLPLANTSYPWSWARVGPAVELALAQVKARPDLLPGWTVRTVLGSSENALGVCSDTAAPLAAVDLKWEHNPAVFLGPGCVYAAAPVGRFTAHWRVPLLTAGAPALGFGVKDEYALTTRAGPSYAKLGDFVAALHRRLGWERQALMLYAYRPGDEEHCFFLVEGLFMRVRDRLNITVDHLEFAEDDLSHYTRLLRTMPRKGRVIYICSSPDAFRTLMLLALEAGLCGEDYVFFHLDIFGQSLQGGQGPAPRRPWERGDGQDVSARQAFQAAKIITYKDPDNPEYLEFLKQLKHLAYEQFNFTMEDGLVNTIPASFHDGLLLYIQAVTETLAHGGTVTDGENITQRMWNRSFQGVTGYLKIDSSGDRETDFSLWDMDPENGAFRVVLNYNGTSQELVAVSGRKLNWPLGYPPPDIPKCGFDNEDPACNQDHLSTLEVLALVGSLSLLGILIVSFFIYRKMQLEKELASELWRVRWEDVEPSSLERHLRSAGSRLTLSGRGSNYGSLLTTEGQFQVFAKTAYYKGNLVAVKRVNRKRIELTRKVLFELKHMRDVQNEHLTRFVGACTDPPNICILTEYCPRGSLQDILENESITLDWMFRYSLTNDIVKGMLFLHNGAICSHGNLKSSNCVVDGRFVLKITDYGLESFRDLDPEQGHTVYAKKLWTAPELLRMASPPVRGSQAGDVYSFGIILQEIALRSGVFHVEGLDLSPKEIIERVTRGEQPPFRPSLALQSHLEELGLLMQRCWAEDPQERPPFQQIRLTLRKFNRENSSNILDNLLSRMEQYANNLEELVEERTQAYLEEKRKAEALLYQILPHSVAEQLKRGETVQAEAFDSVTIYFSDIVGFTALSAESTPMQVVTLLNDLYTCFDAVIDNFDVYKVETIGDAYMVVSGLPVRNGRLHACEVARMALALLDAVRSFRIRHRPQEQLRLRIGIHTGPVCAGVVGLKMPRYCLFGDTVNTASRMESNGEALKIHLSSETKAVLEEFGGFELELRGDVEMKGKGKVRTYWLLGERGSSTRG
FXN GAA850 act = increases GAA850 frataxin promoter reporter activity | HEK293 lucGAA850 FXN promoter luciferase reporter, 24 h; percent of 10 µM SAHA response | activation, % at 6 µM | actives 0.56% (n = 360,000);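 active means activation above the average of all compounds screened plus 3 SD, cutoff fixed separately per campaign, cut at about 7.5% in these data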;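 further: 0% = DMSO wells and 100% = 10 µM SAHA wells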
hgDAF12 agonist = agonists of H. glycines DAF-12 nuclear receptor; HEK293 GAL4-hgDAF12 UAS-luciferase reporter, agonist luminescence; normalized to butyrate control; activation, % at 6.8 µM; actives 1.8% (n = 370,000); AID 687014;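 active means activation above a cutoff set at the mean of all screened compounds plus 3 SD, cut at about 10% in these data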;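 further: 0% = DMSO wells and 100% = sodium butyrate wells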
hcDAF-12 act = H. contortus DAF-12 activation, primary screen; actives 1.4% (n = 370,000); activation, % at 6.8 µM; HEK293 hcDAF-12 lit1-tk-luc reporter, luminescence; 0% DMSO, 100% Δ7-dafachronic acid;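 active means activation above the mean of all tested compounds plus 3 SD, cut at about 5.5% in these data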;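 further: 100% = response to 3 µM Δ7-dafachronic acid high control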
DAX1 inh-2 = NR0B1 (DAX1) inhibition; P51843; HEK293 Gal4-DAX1 luciferase reporter, luminescence; inhibition, % at 6.75 µM; actives 0.99% (n = 340,000); AID 504766;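 active means inhibition above the mean over all tested compounds plus 3 SD, cut at about 4.2% in these data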;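 further: 0% = DAX1-transfected cells with DMSO and 100% = empty-vector control cells with DMSO; inhibition shows as a rise in luminescence from relieved DAX1 repression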
SMARCA2 activ = activators of SMARCA2 function; actives 1% (n = 370,000); MG213 cells, MMTV-luciferase reporter, dexamethasone, overnight; activation, % at 9.1 µM; AID 652017; in the data active means activation above about 7.8%;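 further: 0% = vehicle wells and 100% = reference activator wells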
PG9 binder = small molecules binding HIV-1 gp120 antibody PG9 | TR-FRET gp120-PG9 antibody binding | inhibition, % at 6.7 µM | actives 0.43% (n = 360,000) | AID 624416; in the data active means inhibition above about 8.5%
Numbers without * were called inactive; . = no result given.

SMILES	DAX1 inh-1	ADAM17 inh	ssDAF12 agonist	ADAM10 inh	GC-A act	FXN GAA850 act	hgDAF12 agonist	hcDAF-12 act	DAX1 inh-2	SMARCA2 activ	PG9 binder
N#CCSc1nc2ccccc2c(=O)n1CCC(=O)NCCc1ccccc1	0.1	1	-0.7	4	-10	0.1	2.8	-0.8	0.6	2	1.8
CN(C(=O)c1ccc(-c2ccccc2)cc1)C1CCCCC1	1.1	-1	-1.1	6	1	5.2	5.7	0.8	.	5	-0.2
O=[N+]([O-])c1ccc(-c2csc(Nc3ccccc3)[n+]2Cc2ccccc2)cc1	-1.2	-1	-0.6	4	-7	2.4	5.7	3.0	1.0	1	-0.2
Cc1ccc(C(=O)O/N=C(\N)c2nonc2N)cc1	0.1	-1	0.7	-2	4	-0.7	4.1	-1.0	2.2	5	-1.8
N#Cc1ncc(Cl)c2ccccc12	-0.6	-5	-1.3	-4	-5	-1.3	-1.4	0.7	4.2	0	-0.4
O=C(CCSc1ccccn1)Nc1ccc(Br)cc1	2.5	-2	1.1*	-1	0	4.0	14*	2.0	1.2	3	-2.3
COc1c(Cl)ccc(Cl)c1C(=O)NC(=S)N1CCOCC1	0.5	-4	-1.1	-20	3	-1.0	2.2	0.8	0.2	-4	-2.0
CC(=NCCN1CCNCC1)C1=C(O)CC(C)(C)CC1=O	-0.2	-3	-0.9	-5	2	-1.8	-1.9	-1.4	1.3	1	-1.5
CCOC(=O)C(C)Sc1nnc2n1C(C)(C)Cc1ccccc1-2 (stereo not given)	-1.5	-1	-1.4	0	2	0.1	-1.7	-2.5	-0.3	-3	2.5
CCN(CC)c1nc(Nc2ccc(Cl)cc2)nc(OCC#N)n1	-1.9	5	-1.8	14	6	0.6	-0.8	-2.5	0.3	-1	-0.9
COc1ccc(OC)c(CC(NC(C)=O)C(=O)NC2CCN(c3cc(C)nc4ncnn34)CC2)c1 (stereo not given)	-0.1	-7	-2.2	-5	-3	.	-2.0	-1.9	.	-1	0.5
COc1ccc2[nH]c(=O)c(C(c3nnnn3C3CCCC3)N(C)C3CCCCC3)cc2c1 (stereo not given)	0.4	-85	-1.0	-326	-1	-1.5	1.6	-0.7	-0.3	-4	0.6
O=C(Nc1nc2c(F)c(F)c(F)cc2s1)c1ccco1	0.4	1	-0.7	5	4	-0.1	4.7	0.6	1.4	6	-1.1
CCOC(=O)c1ccc(NC(=O)Oc2ccccc2)cc1	-0.8	0	-0.8	5	6	-0.6	-0.9	0.2	0.7	0	-1.4
NC(=O)c1nsc(C(=O)N(CC(=O)NC2CCCC2)c2cccc(C(F)(F)F)c2)c1N	0.0	-36	-1.3	-91	-6	0.4	-0.2	1.1	-0.6	-2	1.0
CC(C)Nc1nc(Nc2ccccc2Cl)c2sccc2n1	-2.9	-11	-1.5	-24	-2	-1.9	-0.8	-2.7	.	-2	-0.5
O=C(CSc1ccc(-c2ccccc2)nn1)NCc1ccco1	-0.5	-5	-1.4	-8	-1	-2.2	-1.9	-1.3	1.2	-1	1.9
CO/N=C/c1ccc(Oc2ccc([N+](=O)[O-])cc2[N+](=O)[O-])c(OC)c1	-0.9	3	-1.5	3	0	2.1	-0.3	-1.3	-1.1	-2	-3.5
COc1cc(C(=O)Nc2cccc(C(C)=O)c2)cc(OC)c1OC	0.7	1	-0.9	-3	3	-0.5	1.6	-0.4	4.0	-3	0.4
COc1ccccc1OCC(=O)N1CCCC(Nc2cccc(F)c2)C1 (stereo not given)	-0.1	-3	0.0	-3	0	0.4	-1.3	0.6	0.4	0	-1.2
OC(c1ccc(Cl)c(Cl)c1)c1ncc(-c2ccc(C(F)(F)F)cc2)[nH]1 (stereo not given)	-0.5	9.0*	-1.6	26*	-4	0.8	4.8	0.7	.	-1	-0.1
CC(c1cccnc1)N(C(=O)Nc1ccccc1)C1CCCCC1 (stereo not given)	0.4	1	-1.5	-3	0	1.3	-2.4	-0.9	0.5	-2	3.5
Cc1cccc(NC(=O)N2CCN(Cc3ccc(Cl)cc3)CC2)c1	-0.3	-1	-1.9	3	2	0.6	-2.4	-3.0	0.0	-2	-2.8
COc1cccc(NC(=O)CSc2nnc(Cn3cnc([N+](=O)[O-])n3)n2C)c1	-0.6	-3	-0.5	-1	1	0.2	-0.9	-1.9	-1.5	-1	1.1
O=C(OCC(=O)N1CCC(Cc2ccccc2)CC1)c1ccc(CO)cc1	-2.5	-4	-1.7	-11	2	0.0	2.5	-1.2	0.4	-3	1.6
COCc1nnc(NC(=O)c2cccc(NC(=O)c3ccccc3)c2)s1	0.7	-1	-1.2	-4	-1	1.1	-0.4	-1.0	-0.3	-1	0.3
CN(C)CCCN(C(=O)c1ccc(S(=O)(=O)N2CCCCCC2)cc1)c1nc2cc3c(cc2s1)OCCO3	2.6	0	-0.7	-2	2	-0.3	1.4	-0.7	1.0	0	-0.2
Cc1nc(SCC(=O)NC2CC2)c2c(C)c(C)sc2n1	-0.3	-4	-1.7	3	8	-0.5	-3.0	0.0	1.3	-2	-0.2
O=C(/C=C/c1cccc([N+](=O)[O-])c1)N1CCN(Cc2ccccc2)CC1	-0.2	0	-1.2	-1	3	0.3	0.7	1.4	-0.1	0	-2.4
CN1/C(=C/C(=O)c2cccs2)Sc2ccccc21	4.4*	-3	4.5*	-4	0	2.1	18*	22*	1.0	6	-0.7
Cc1ccc(/C=C/c2ccc(N(C)C)cc2)[n+](C)c1	-1.9	0	-2.0	9	-29	-5.3	-9.3	-5.5	-4.2	-5	-20
CC(=O)Nc1ccc(N=Nc2ccc(O)cc2)cc1	2.3	5	-0.1	7	0	2.3	12*	4.1	1.8	7	-6.6
O=C(COC(=O)c1c2c(nc3ccccc13)CCCC2)Nc1ccc2c(c1)OCO2	-0.4	8	-1.5	24*	-3	-2.4	-4.9	-4.0	-2.2	-2	-2.1
Cc1ccccc1-n1c([C@@H]2C[C@H]2c2ccccc2)n[nH]c1=S	0.0	0	-0.7	1	-2	0.2	1.6	1.4	1.4	-4	0.6
COC(=O)c1sc2nc(SCc3cccc(Cl)c3)n(N)c(=O)c2c1C	0.5	-1	-0.6	-5	-1	-0.4	-0.3	-1.1	0.2	-2	-1.1
Cc1ccc(Nc2nc(NCC3CCCO3)nc(N)c2[N+](=O)[O-])cc1 (stereo not given)	-0.5	2	0.2	4	4	4.1	-0.1	-2.2	-0.5	-1	-2.0
CC1CCc2sc(C(=O)NN)cc2C1 (stereo not given)	-0.3	0	-1.5	6	-2	0.4	-4.8	-0.8	-0.5	-2	-0.2
CCn1cc(C(=O)O)c(=O)c2cc(F)c(N3CCN(C(=S)NC(=O)c4cccc(C)c4)CC3)cc21	-0.1	-14	-0.9	-21	-3	1.9	-4.0	0.6	-1.1	0	0.3
Cc1cc2oc(C(=O)Nc3c(C)n(C)n(-c4ccccc4)c3=O)c(C)c2cc1Cl	-0.2	0	-1.2	1	9	0.3	1.3	-1.6	0.5	-1	1.7
S=C(NCCc1ccccc1)N1CCC2CC1c1cc(-c3ccc4c(c3)OCO4)ccc12 (stereo not given)	1.0	-2	-0.9	-3	1	.	1.1	-0.4	.	2	-1.1
Cc1c(NC(=O)c2c([N+](=O)[O-])cnn2C)c(=O)n(-c2ccccc2)n1C	0.1	-1	-1.2	1	1	1.7	-0.5	1.0	1.5	0	-3.3
Cc1ccc(S(=O)(=O)[N-]c2nc3ccccc3nc2-n2cc[n+](CCC(C)C)c2)cc1	1.0	-73	0.3	-234	6	-0.1	0.2	1.6	0.6	-2	-4.3
Cc1nnsc1SCCNC(=O)c1ccc(F)cc1	0.0	-1	-1.4	2	4	1.9	-0.9	-1.8	0.4	-2	0.4
O=C(Nc1ccc2c(c1)nc1n2CCOC1)c1ccco1	1.6	-4	-0.4	0	1	3.8	6.0	1.4	3.1	4	-3.1
CCOc1ccccc1N1CCN(C(=O)c2cc(-c3cc(OC)ccc3OC)nc3ccccc23)CC1	-0.4	1	-0.5	-15	5	-7.2	-1.4	-1.4	-0.7	1	-0.5
O=S(=O)(Nc1nc2ccccc2nc1Cl)c1cccc(C(F)(F)F)c1	0.1	-13	-0.6	-35	4	0.9	0.2	3.4	1.7	-2	1.2
O=C(CCCSc1nc2ccccc2[nH]1)NCc1ccccc1	-0.1	-4	-0.9	-5	1	-2.6	4.3	3.7	-1.0	-2	-2.0
Cc1nc(-c2ccccc2)sc1C(=O)Nc1ccccc1F	0.1	5	-1.8	10	2	3.0	5.4	0.3	-0.8	2	0.2
Cc1ccc(C)c(NC(=O)COC(=O)CCNC(=O)c2ccco2)c1	-2.2	-2	-0.8	-3	2	-1.1	2.4	-1.7	0.0	-2	-0.2
Cc1cc(C(=O)N2CCCC(N3CCN(c4ccc(F)cc4)CC3)C2)c(C)o1 (stereo not given)	-0.7	4	-1.4	2	0	0.1	-1.5	-3.6	-0.9	-3	-0.3
(listing goes on)
SMILES	DAX1 inh-1	ADAM17 inh	ssDAF12 agonist	ADAM10 inh	GC-A act	FXN GAA850 act	hgDAF12 agonist	hcDAF-12 act	DAX1 inh-2	SMARCA2 activ	PG9 binder
O=C(O)CSCCc1ccccn1	0.5	0	-0.4	-5	3	-1.6	1.1	0.7	0.0	0	-0.5
COCCn1c(=O)[nH]c(=O)c2c1nc(-c1cc(Br)c3c(c1)OCO3)n2Cc1ccccc1	-0.2	-2	-0.8	5	-6	3.7	-2.4	-1.5	-0.2	1	-0.3
COc1ccc(C(CNC(=O)C(C)c2ccc3cc(OC)ccc3c2)N(C)C)cc1 (stereo not given)	-0.1	-1	-1.6	-7	-9	6.2	0.2	-1.6	-0.3	-1	-0.7
CCC1C(=O)NCCN1C(=O)c1ccc2nc(Cc3cccc(Cl)c3)oc2c1 (stereo not given)	-4.0	4	-0.7	-2	1	1.4	-1.4	-0.8	-0.3	-3	1.4
Cc1ccc(NC(=O)Nc2ccc(F)cc2)nc1	0.7	5	-0.3	9	-3	4.1	6.2	0.0	-0.4	3	-2.5
CC(C)n1cnc2c(NCc3ccccc3)cc(Cc3ccc(F)cc3)cc21	1.3	6	-1.5	19	0	2.3	-2.0	-1.6	-0.3	-1	-0.3
COc1ccc(OCC(=O)Nc2ccc(N3CCOCC3)c(Cl)c2)cc1	-0.1	-2	-0.6	11	0	-0.2	2.3	-1.4	-0.3	-4	-1.8
O=C(C(Br)=Cc1ccccc1)c1ccccc1	-2.6	5	-0.2	-2	8	-14	-3.2	1.6	-5.7	-1	-0.2
COc1ccc(CNC(=O)C2CCN(c3nc(OC)nc(OC)n3)CC2)cc1	-0.8	-1	-1.7	4	2	-1.0	0.9	-0.2	-0.8	-2	-0.4

Just PG9 binder and FXN GAA850 act, for three of the compounds above:
| mol | PG9 binder | FXN GAA850 act |
| --- | --- | --- |
| Cc1cccc(NC(=O)N2CCN(Cc3ccc(Cl)cc3)CC2)c1 | -2.8 | 0.6 |
| COc1cccc(NC(=O)CSc2nnc(Cn3cnc([N+](=O)[O-])n3)n2C)c1 | 1.1 | 0.2 |
| O=C(OCC(=O)N1CCC(Cc2ccccc2)CC1)c1ccc(CO)cc1 | 1.6 | 0.0 |
